Screens deposited in PubChem by several laboratories.
Dynein transport – dynein cargo transport inhibition | 3617.4 mouse cells, GR-EGFP nuclear translocation imaging; test concentration mostly 20 µM; stimulated with dexamethasone, 1 µM; stronger effect = lower value | z-score, hits read low | 220,000 compounds, 0.47% hits;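 active = plate z-score of nuclear minus cytoplasmic receptor signal below a set negative limit, without overly bright fluorescence or cell loss, cut at about -3.5 in these data, passing the limit was not always enough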;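 also: z-score of nuclear minus cytoplasmic ring GR-EGFP intensity difference per well; some compounds called inactive have numbers as strong as hits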
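Buffer or medium: tet-free, stripped-serum medium; Also added: dexamethasone, 1.0 µM final; Technique: high-content fluorescence imaging after fixation; Times: 48 h induction, 1 h compound, 30 min dex at 37 °C; Read-out: per-cell GR-EGFP intensity, nucleus versus surrounding cytoplasmic ring, well-averaged.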
Yfh1-off respiration – mitochondrial function rescue without frataxin homolog – Friedreich's ataxia, plus single-dose screen, dose response (AID 1465). S. cerevisiae Yfh1-off respiration, WST-1 reduction, 72 h; higher fold induction means a stronger effect. one-dose fold induction at 50 µM; EC50 in µM for titrated hits. 220,000 compounds, 0.074% hits;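 active = fold induction of absorbance versus untreated yeast above a set limit, then at least 30% activation at any dose in follow-up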;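 also: activators that raise dye reduction in frataxin-depleted yeast; strong numbers were not always called active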
HEK293 NOD2/NF-kB – NOD2 signaling inhibitors, cell-based, luminescence, uHTS, HEK293 (AID 1566) | HEK293 NOD2/NF-kB luciferase reporter, luminescence; higher % means a stronger effect | 290,000 compounds, 0.63% hits | inhibition, % at 4 µM, or EC50 in µM where a hit was titrated; in the data active = inhibition above about 50%; also: many of its hits are not listed in these tables
MT stabilize HCS – microtubule stabilization, imaging screen; HeLa tubulin immunostaining HCS, 24 h; share of cells brighter than vehicle mean+2SD; % tubulin-high responders, % at 10 µM; 200,000 compounds, 0.83% hits; AID 2205;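 active = plate Z-score above 3 for both tubulin-high and condensed-nucleus cell shares, with cell loss under 80%, at 10 µM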;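 also: anti alpha tubulin signal scored within the nucleus-defined area of each cell; some results filed as inactive read as strong as hits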
Ins promoter up – MIN6 insulin promoter up-regulation; MIN6 insulin promoter-GFP reporter, high-content imaging; stronger effect = higher value; z-score at 5 µM; 190,000 compounds, 0.3% hits;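 active = z-score above 3 at 5 µM with at least 500 cells counted in the well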
WT yeast gro inh – growth inhibition of WT yeast, mitochondrial fusion screen; mitochondrial fusion phenotypic screen, WT strain; inhibition, % at 10 µM; 190,000 compounds, 2.1% hits; AID 1362; in the data active = inhibition above about 58%; tested in S. cerevisiae
bCat nuc transl – alters nuclear translocation of beta-catenin in HeLa cells | immunofluorescence imaging | nuclear translocation activity, % at 5 µM | 190,000 compounds, 0.3% hits;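 active = nuclear translocation activity above 50% at 5 µM, with a well cell count of 50 or more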;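 also: per-cell ratio of nuclear to cytoplasmic median beta-catenin stain intensity; plate controls were DMSO negative control for no effect and GSK-3 inhibitor IX positive control for full effect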
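Test system: human HeLa cells, endogenous beta-catenin. Times: 24 h compound exposure, 37°C. Measured by: beta-catenin immunofluorescence imaging with DAPI.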
Lipid droplet – hepatic lipid droplet formation modulation; AML12 mouse hepatocytes, oleate lipid droplets, BODIPY imaging; inhibition, % at 6.5 µM; 240,000 compounds, 0.4% hits; AID 1656;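 active = lipid droplet intensity inhibited by at least 50%, with more than 500 cells counted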
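Material – mouse AML12 hepatocyte cell line, fixed after treatment · Compound dosing – one dose, 6.5 µM compound · Times – compound with oleate, overnight · Measured by – Image-based BODIPY and DAPI two-channel analysis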
Autophagy HCS – alters autophagy in cells. MEF GFP-LC3 puncta imaging; test concentration mostly 10 µM. calls only at 10 µM (by protocol). 190,000 compounds, 0.98% hits. AID 463193;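 active = percentage of spot-positive cells more than 3 SD above its plate mean, without a fluorescence outlier flag or 80% toxicity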;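 also: spot-positive cell cutoff set from DMSO-treated cells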
WT yeast gro inh mutant strain – second read-out of WT yeast gro inh, no call of its own (marks repeat the call); inhibition, %; mitochondrial fusion phenotypic screen, mutant strain inhibition
Dynein transport cytoplasmic EGFP – second read-out of Dynein transport, no call of its own (marks repeat the call); z-score; measured here: cytoplasmic GR-EGFP intensity; stronger effect = higher value
Dynein transport nuclear GR-EGFP – also measured in Dynein transport; calls as there; z-score; measured here: nuclear GR-EGFP intensity;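 lower value marks the stronger effect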
Dynein transport cell count – further read-out of Dynein transport, marked with its call; z-score; measured here: cell count per field
Ins promoter up cell count – second read-out of Ins promoter up, no call of its own (marks repeat the call); cell count; measured here: cytotoxicity, nuclei count;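 total cells summed across four imaged fields per well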
Lipid droplet cells 6.5 µM – recorded beside Lipid droplet, whose call it bears; cell count; measured here: cell count, cytotoxicity flag;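 cells counted across two imaged fields per well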
bCat nuc transl cell count 5 µM – also measured in bCat nuc transl; calls as there; cell count; measured here: cell count, cytotoxicity flag
MT stabilize HCS Hoechst-high % – also measured in MT stabilize HCS; calls as there; % Hoechst-high responders; measured here: nuclear condensation Hoechst responders;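 share of cells brighter than vehicle mean plus two SD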
MT stabilize HCS cytotoxicity % – recorded beside MT stabilize HCS, whose call it bears; toxicity, %; measured here: cytotoxicity by cell density;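 0% = mean cell density of plate MIN control wells and 100% = no cells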
Autophagy HCS cell loss 18 h – also measured in Autophagy HCS; calls as there; toxicity, %; measured here: cell loss, nuclei count;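 cell loss after 18 h compound exposure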
Numbers without * were called inactive; i = inactive; x = no result given; + = active, no number.

SMILES	Dynein transport	Dynein transport cytoplasmic EGFP	Dynein transport nuclear GR-EGFP	Dynein transport cell count	Yfh1-off respiration	HEK293 NOD2/NF-kB	MT stabilize HCS	MT stabilize HCS Hoechst-high %	MT stabilize HCS cytotoxicity %	Ins promoter up	Ins promoter up cell count	WT yeast gro inh	WT yeast gro inh mutant strain	bCat nuc transl	bCat nuc transl cell count 5 µM	Lipid droplet	Lipid droplet cells 6.5 µM	Autophagy HCS	Autophagy HCS cell loss 18 h
COc1coc(C(O)CN)cc1=O (stereo not drawn)	-0.35	-0.25	0.55	-0.097	i	13%	3.3	3.7	8.6	-0.14	1218	-6	3	x	x	x	x	i	-14
C=CCn1c(COC)nnc1SCC(=O)c1ccc(F)cc1	0.9	-0.13	1.3	-2	i	3%	3.8	1.6	3.1	0.85	1338	1	7	x	x	-16	631	i	3
CCc1ccc(-c2csc(NC(=O)COC(=O)CCc3nc4ccccc4s3)n2)cc1	-0.66	-0.11	-0.29	0.16	i	-96%	3.2	3.0	8.8	x	x	15	7	0.8	952	7	715	i	-1
CN(NC(=O)Nc1ccccc1)c1cnn(C)c(=O)c1Cl	-0.86	-0.26	-0.42	0.76	i	24%	x	x	x	-0.07	1377	x	x	-5.4	1223	17	735	x	x
CCCC(=O)Nc1cccc(NC(=O)c2ccccc2Br)c1	0.18	-0.11	-0.21	0.49	i	9%	3.5	2.2	7.8	-0.61	1912	-17	-13	-1.0	1086	5	594	i	5
NC(N)=N/N=C/c1cccc(Cl)c1Cl	-0.44	-0.28	-0.056	0.21	i	-5%	3.1	1.5	0.6	0.74	886	33	39	-2.9	1074	2	619	i	16
CCc1cccc(CC)c1NC(=O)COC(=O)Cc1ccsc1	-0.19	-0.21	-0.33	-0.13	i	-4%	9.9	1.9	8.0	0.11	1429	-9	-5	-1.7	1164	14	711	i	-10
CCOC(=O)c1c(-c2ccc(C)cc2)csc1/N=C/N(C)C	0.5	0.02	0.41	0.51	i	5%	4.2	5.2	0.2	0.57	991	3	-16	3.2	918	-15	678	i	-14
CN(CC(=O)NCCC1=CCCCC1)S(=O)(=O)c1ccc2c(c1)c(=O)n(C)c(=O)n2C	-0.67	-0.24	-0.38	0.42	i	12%	2.4	3.9	6.5	-1.2	879	12	6	x	x	x	x	i	3
Cc1ccc2nc(C3CCCN(C(=S)Nc4cccc(C)c4C)C3)[nH]c2c1 (stereo not drawn)	0.063	-0.22	0.016	-0.12	i	6%	29*	14*	22*	0.18	1442	13	3	-0.4	1365	x	x	i	4
O=C(Cc1ccccc1)Nc1c(Cl)ccc2nsnc12	0.063	-0.24	-0.25	0.093	i	6%	x	x	x	0.37	1052	x	x	-0.6	1314	2	733	x	x
O=C(O)c1ccc(-c2nc3scc(-c4ccccc4)c3c(=O)[nH]2)cc1	-0.83	0.14	-0.3	0.26	i	10%	x	x	x	0.04	1380	x	x	-1.3	1116	-11	747	x	x
C=CCNC(=S)NNc1nc2c(c(=O)[nH]1)C1(CCCC1)Cc1ccccc1-2	0.76	-0.17	0.56	-0.8	i	6%	2.2	2.5	0.9	-0.08	1520	12	1	-0.5	1052	26	664	i	10
Cc1cc2c3c(c1)C(C)CC(C)(C)N3C(=O)C2=C(C#N)C#N (stereo not drawn)	-1	-0.16	-0.59	0.5	i	4%	x	x	x	-0.8	974	x	x	2.2	1311	23	736	x	x
C=CCn1c(SCc2ccc(F)cc2)nc2c1c(=O)[nH]c(=O)n2C	-0.99	-0.25	-0.59	0.8	i	11%	4.5	2.9	5.8	0.36	1093	14	-3	x	x	x	x	i	-16
CCOC(=O)C1CCCN(C(=O)c2cnn3c(C(F)(F)F)cc(-c4ccccc4)nc23)C1 (stereo not drawn)	0.65	0.003	0.36	0.058	i	-1%	2.7	1.3	4.5	-1.3	1406	-21	5	-1.1	1038	-5	724	i	-3
O=C1NC(=O)/C(=C\c2ccc(Oc3cnccn3)cc2)S1	-0.22	-0.32	-0.12	-0.37	i	x	2.9	2.5	5.6	-0.54	1607	-6	-12	-3.0	1084	7	632	i	12
Cc1ccc(NC2=C/C(=N/S(=O)(=O)c3cccs3)c3ccccc3C2=O)cc1C	0.28	-0.29	-0.26	-0.2	i	-5%	2.9	2.3	5.0	0.43	1168	6	-3	-0.1	936	4	696	i	20
CCCOc1ccc(NC(=O)C(=O)NCCCn2ccnc2)cc1	0.6	-0.15	0.13	-0.68	i	15%	4.0	2.9	10	-0.5	1382	6	-6	-0.9	1103	-26	696	i	12
Cc1ccc(NC(=O)C2CCCN(S(=O)(=O)c3c(C)noc3C)C2)cc1F (stereo not drawn)	-0.33	-0.2	0.00058	0.6	i	2%	3.1	1.6	6.6	0.36	1625	10	13	-1.7	1071	x	x	i	0
O=C(NCCCN1CCCC1=O)c1ccc2c(c1)ncn2C1CCCCC1	1.3	-0.26	1.6	-0.47	x	12%	3.3	1.8	6.1	0.02	1128	11	3	-0.5	492	-2	762	i	28
COc1ccc(S(=O)(=O)NCC(=O)Nc2cccc(C)c2C)cc1OC	1	-0.19	1	-0.71	i	-2%	1.9	0.9	3.2	0.47	1424	9	10	-0.1	1532	x	x	i	-22
COc1ccc(CNC(=O)CN(Cc2ccc(Cl)cc2)S(=O)(=O)c2ccccc2)cc1	-1.5	1.4	-0.34	-3.5	i	9%	1.5	1.4	6.0	x	x	0	13	3.2	1114	-42	779	i	-9
O=C(c1cccc(N2C(=O)C3CC=CCC3C2=O)c1)N1CCCCCC1 (stereo not drawn)	0.87	0.14	0.71	-1.4	i	5%	3.7	1.6	3.4	x	x	-16	-3	-3.5	1229	-2	742	i	18
O=c1c2ccccc2c(-c2ccccc2)nn1-c1cc(Cl)cc(Cl)c1	1.3	-0.18	0.56	-0.97	i	0%	x	x	x	-0.18	1142	x	x	-0.2	1332	-8	742	x	x
Cc1ccc(Cn2c(=O)sc3ccccc3c2=O)cc1	-0.44	-0.14	-0.63	0.51	i	4%	1.2	2.1	6.3	-0.16	1817	0	-2	-5.3	1145	-4	642	i	-2
CC1(C)Cc2nc3sc4c(N5CCCC5)nnnc4c3cc2CO1	-0.59	-0.21	-0.41	-0.44	i	4%	1.1	1.4	3.9	-0.37	1092	-12	-10	-0.5	1466	3	682	i	-14
CCCN1C(=O)/C(=C/c2c(NCCCOCC)nc3c(C)cccn3c2=O)SC1=S	-1.5	4.4	-0.096	0.97	i	-7%	10	1.3	2.8	5.7*	983*	10	9	-4.4	873	x	x	+	9.3*
O=C(CSc1nnc2scc(-c3ccccc3)n12)c1ccc2c(c1)OCCO2	0.25	-0.21	0.38	0.037	i	25%	4.3	4.1	6.1	-0.53	941	13	-7	x	x	x	x	i	13
Cc1cccc(-n2c(=O)[nH]c3c(C(N)=O)nc(CC(C)C)nc32)c1	-0.039	-0.055	0.5	-0.29	i	30%	1.6	3.5	12	0.61	1533	46	5	1.1	893	x	x	i	21

Ordered by count of non-hydrogen atoms (lowest first): part of the list above.
SMILES	Dynein transport	Dynein transport cytoplasmic EGFP	Dynein transport nuclear GR-EGFP	Dynein transport cell count	Yfh1-off respiration	HEK293 NOD2/NF-kB	MT stabilize HCS	MT stabilize HCS Hoechst-high %	MT stabilize HCS cytotoxicity %	Ins promoter up	Ins promoter up cell count	WT yeast gro inh	WT yeast gro inh mutant strain	bCat nuc transl	bCat nuc transl cell count 5 µM	Lipid droplet	Lipid droplet cells 6.5 µM	Autophagy HCS	Autophagy HCS cell loss 18 h
CN(NC(=O)Nc1ccccc1)c1cnn(C)c(=O)c1Cl	-0.86	-0.26	-0.42	0.76	i	24%	x	x	x	-0.07	1377	x	x	-5.4	1223	17	735	x	x
O=c1c2ccccc2c(-c2ccccc2)nn1-c1cc(Cl)cc(Cl)c1	1.3	-0.18	0.56	-0.97	i	0%	x	x	x	-0.18	1142	x	x	-0.2	1332	-8	742	x	x
O=C(c1cccc(N2C(=O)C3CC=CCC3C2=O)c1)N1CCCCCC1 (stereo not drawn)	0.87	0.14	0.71	-1.4	i	5%	3.7	1.6	3.4	x	x	-16	-3	-3.5	1229	-2	742	i	18
CN(CC(=O)NCCC1=CCCCC1)S(=O)(=O)c1ccc2c(c1)c(=O)n(C)c(=O)n2C	-0.67	-0.24	-0.38	0.42	i	12%	2.4	3.9	6.5	-1.2	879	12	6	x	x	x	x	i	3

(listing goes on)
SMILES	Dynein transport	Dynein transport cytoplasmic EGFP	Dynein transport nuclear GR-EGFP	Dynein transport cell count	Yfh1-off respiration	HEK293 NOD2/NF-kB	MT stabilize HCS	MT stabilize HCS Hoechst-high %	MT stabilize HCS cytotoxicity %	Ins promoter up	Ins promoter up cell count	WT yeast gro inh	WT yeast gro inh mutant strain	bCat nuc transl	bCat nuc transl cell count 5 µM	Lipid droplet	Lipid droplet cells 6.5 µM	Autophagy HCS	Autophagy HCS cell loss 18 h
Nc1c(C(=O)Nc2ccc(Cl)cc2)oc2ccccc12	-0.59	-0.18	-0.14	0.62	i	-106%	4.8	3.0	8.2	1.4	924	4	-3	1.9	1029	x	x	i	11
O=C(C1=C[C@@H](c2ccc3c(c2)OCO3)C[C@@H](OCCCCO)O1)N1CCN(Cc2ccc3c(c2)OCO3)CC1	0.029	-0.24	0.41	-0.72	i	8%	1.0	0.9	3.0	-0.66	1378	-3	-7	-0.8	1049	-40	637	i	11
CCOc1cc(N2CCOCC2)c(OCC)cc1NC(=O)c1c(-c2ccccc2Cl)noc1C	0.25	0.13	0.13	0.55	i	19%	3.0	2.3	5.5	-1.7	942	-27	-18	3.2	1037	11	667	i	-11
CCCn1nc(NS(=O)(=O)c2ccccc2)c2cc3cc(C)ccc3nc21	0.25	-0.25	0.76	0.91	i	14%	2.3	1.5	6.0	0	1328	-14	-16	-1.9	555	2	714	i	-54
Cc1csc(NC(=O)c2cc3c(s2)CCCC3)n1	-0.32	-0.28	-0.082	0.77	i	-239%	3.0	1.7	6.2	-0.26	1059	41	25	2.0	1441	x	x	i	0

A portion of the library; the hit share may differ from the screen's.
